Source: PubChem BioAssay
PHOSPHO1 block – PubChem AID 1565; Phosphoethanolamine/phosphocholine phosphatase (Homo sapiens), Q8TCT1; recombinant PHOSPHO1, absorbance phosphatase assay; inhibition, % at 13.3 µM; hit rate 1.1% among 290,000; in the data active means inhibition above about 60%
Target sequence (Q8TCT1 whole entry, looked up): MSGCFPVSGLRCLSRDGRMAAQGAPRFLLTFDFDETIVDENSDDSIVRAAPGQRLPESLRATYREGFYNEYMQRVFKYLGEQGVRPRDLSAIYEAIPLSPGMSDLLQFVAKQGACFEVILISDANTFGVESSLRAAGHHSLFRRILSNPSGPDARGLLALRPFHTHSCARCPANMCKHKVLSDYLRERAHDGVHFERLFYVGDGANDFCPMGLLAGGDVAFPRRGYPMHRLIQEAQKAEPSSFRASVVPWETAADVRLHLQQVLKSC
CRFR2-BP ag – agonists of CRF-BP/CRF-R2 complex, primary screen, cell-based, HEK293, calcium dye fluorescence, uHTS. calcium dye fluorescence (FLIPR); percent of saturating CRF peptide response. activation, % at 13.2 µM. hit rate 0.46% among 350,000. AID 588473, 2011;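 active means activation of at least 50%, plus an integration ratio under a set limit after plate pattern correction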;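 further: plate controls were neutral control wells without compound for no effect and CRF at EC100 for full effect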
MEKK3 PB1 HTS – modulators of MEKK3-MEK5 PB1 binding, primary screen, biochemical, wildtype MEKK3, multiplex bead flow cytometry, Alexa488-MEK5. Mitogen-activated protein kinase kinase kinase 3 (Homo sapiens), Q99759. AID 1529, 2009. bead-based flow cytometry, Alexa488-MEK5 binding to MEKK3; actives lie on both sides; 0 = blocked by unlabeled MEK5, 100 = vehicle. binding response (% of control), % at 10 µM. hit rate 1.4% among 290,000;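 active means binding response more than 3 SD above or below the average of its plate-row segment, actives on both sides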;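 further: Alexa488 bead fluorescence after subtracting the streptavidin-only scavenger bead signal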
p-CIP stab down – p/CIP-EGFP fusion destabilizers, primary screen, fluorescence, F442A cells; 16 h; decrease of EGFP signal, % at 10 µM; hit rate 0.01% among 290,000; Q05BA5;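 active means EGFP signal decrease of at least 30% at 10 µM or well 3 SD below plate mean, unless failing retest; inactive means the rest, including hits failing retest or dose response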; further: some compounds called inactive have numbers as strong as hits; many of its hits are not listed in these tables
CRFBP-R2 block – antagonists of CRF-BP/CRF-R2 complex, primary screen, cell-based, HEK293, calcium dye fluorescence, uHTS. inhibition, % at 11.8 µM. CRF-induced calcium fluorescence. hit rate 0.59% among 350,000;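 active means inhibition of the ligand-induced calcium signal above about 50% at the single tested concentration, limit read from the data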
IDE act – human IDE activators in live cells, primary screen, fluorescence polarization, HEK cells, FAbeta-B substrate. Insulin-degrading enzyme (Homo sapiens), P14735. FAbeta-B cleavage; 0% vehicle, 100% cell-free pure enzyme wells. activation, % at 5.96 µM. hit rate 0.073% among 340,000;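 active means activation above the mean of all tested compounds plus 3 SD, set per screening campaign, cut at about 17% in these data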
CHRM4 PAM – human M4 muscarinic receptor positive allosteric modulators, primary screen, CHO-K1 cells, Fluo-8 calcium fluorescence. hit rate 0.4% among 360,000. Muscarinic acetylcholine receptor M4 (Homo sapiens), P08173. activation, % at 3 µM. CHO-K1 hM4/Gqi5, ACh EC20; 0% = ACh EC20, 100% = maximal ACh. AID 624126, 2012;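 active means activation above its plate's cutoff, the mean activation of sample wells plus 3 SD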; further: some results filed as inactive read as strong as hits
Target sequence (P08173 whole entry, looked up): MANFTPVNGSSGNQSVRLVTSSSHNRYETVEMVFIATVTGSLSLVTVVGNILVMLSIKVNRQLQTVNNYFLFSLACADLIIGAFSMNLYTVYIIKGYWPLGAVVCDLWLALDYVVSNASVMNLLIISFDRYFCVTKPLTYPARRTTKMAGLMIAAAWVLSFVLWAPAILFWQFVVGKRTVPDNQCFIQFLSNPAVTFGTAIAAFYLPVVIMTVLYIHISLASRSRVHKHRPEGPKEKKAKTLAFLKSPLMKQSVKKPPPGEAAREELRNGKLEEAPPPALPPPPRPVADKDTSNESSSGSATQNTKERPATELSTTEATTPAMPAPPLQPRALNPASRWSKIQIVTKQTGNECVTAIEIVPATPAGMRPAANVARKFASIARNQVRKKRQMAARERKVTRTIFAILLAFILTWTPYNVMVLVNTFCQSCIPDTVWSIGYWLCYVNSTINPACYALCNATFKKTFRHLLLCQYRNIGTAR
IDE inh – human IDE inhibitors in live cells, primary screen, fluorescence polarization, HEK cells, FAbetaB substrate; hit rate 0.41% among 320,000; Insulin-degrading enzyme (Homo sapiens), P14735; FAbetaB cleavage; inhibition, % at 5.59 µM;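 active means percent inhibition above the average of all tested compounds plus 3 SD, set per screening campaign, cut at about 16% in these data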;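 further: IDE supplied by intact live HEK cells; FP after avidin binding of uncleaved biotin substrate so inhibition keeps polarization high; 0% = DMSO wells and 100% = 60 µM reference IDE inhibitor Ii1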
GalR3 antagonist – GalR3 antagonists in HEK293 cells, primary screen, cell-based, fluorescence readout; Galanin receptor type 3 (Homo sapiens), O60755; HEK293 GalR3-CNG cAMP membrane potential fluorescence; galR3 body fused to GalR1 C-terminus; inhibition, % at 3 µM; hit rate 0.44% among 360,000;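 active means inhibition above the screen-wide average plus 3 SD, cut at about 13% in these data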;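 further: forskolin and galanin both at EC90 stimulate the cells; cAMP rise reported by CNG channel membrane potential dye signal; 0% = forskolin plus galanin with DMSO and 100% = forskolin alone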
Target sequence (O60755 1-299 limits assumed): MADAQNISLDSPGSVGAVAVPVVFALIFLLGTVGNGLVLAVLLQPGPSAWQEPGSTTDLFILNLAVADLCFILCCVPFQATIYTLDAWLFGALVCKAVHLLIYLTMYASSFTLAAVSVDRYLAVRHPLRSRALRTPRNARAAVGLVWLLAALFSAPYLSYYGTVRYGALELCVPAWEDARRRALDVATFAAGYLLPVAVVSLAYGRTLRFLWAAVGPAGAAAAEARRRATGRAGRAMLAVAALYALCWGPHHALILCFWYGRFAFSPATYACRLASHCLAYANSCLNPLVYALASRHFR
* marks the source's active call; other numbers are inactive results; . = not tested or not shown.

The first 4 compounds, ahead of the listing:
PHOSPHO1 block	CRFR2-BP ag	MEKK3 PB1 HTS	p-CIP stab down	CRFBP-R2 block	IDE act	CHRM4 PAM	IDE inh	GalR3 antagonist	smiles
48	-1.0	99	9	-8	-2	-8	-2	6	Cc1ccc(Cl)cc1N1CCN(S(=O)(=O)c2ccc3c(c2)CC(=O)N3C)CC1
-8	6.0	100	-6	-29	4	-7	6	-1	C(#CC12CC3CC(CC(C3)C1)C2)CN1CCOCC1
.	-1.7	.	.	13	2	1	4	-1	Cc1csc(SCC(=O)Nc2cc(S(=O)(=O)N(C)C)ccc2C)n1
43	0.7	107	1	-10	9	0	0	2	Cc1csc(CNC(=O)CC2C(=O)NCCN2Cc2ccc(F)cc2Cl)n1 (configuration not stated)

Results, previewed entries included:
PHOSPHO1 block	CRFR2-BP ag	MEKK3 PB1 HTS	p-CIP stab down	CRFBP-R2 block	IDE act	CHRM4 PAM	IDE inh	GalR3 antagonist	smiles
48	-1.0	99	9	-8	-2	-8	-2	6	Cc1ccc(Cl)cc1N1CCN(S(=O)(=O)c2ccc3c(c2)CC(=O)N3C)CC1
-8	6.0	100	-6	-29	4	-7	6	-1	C(#CC12CC3CC(CC(C3)C1)C2)CN1CCOCC1
.	-1.7	.	.	13	2	1	4	-1	Cc1csc(SCC(=O)Nc2cc(S(=O)(=O)N(C)C)ccc2C)n1
43	0.7	107	1	-10	9	0	0	2	Cc1csc(CNC(=O)CC2C(=O)NCCN2Cc2ccc(F)cc2Cl)n1 (configuration not stated)
-9	1.2	93	3	-2	1	-4	0	0	O=S(=O)(c1ccc(F)cc1)N1CCN(C(=S)NC2CCCC2)CC1
28	-0.8	103	-1	6	-1	-9	1	-5	CCN(CC)CCCN=Cc1c(O)n(-c2ccc(C)cc2)c(=O)c2ccccc12
-5	-0.7	98	-7	49	4	-16	-8	-7	CC(=O)c1ccc(NC(=O)CC23CC4CC(C2)CC(n2nnc(C)n2)(C4)C3)cc1
.	-0.4	.	.	-3	1	-1	-1	-6	COc1ccccc1OCCNC(=O)CNC(=O)c1ccc(Cl)c(Cl)c1
-4	0.5	112	2	0	7	9	7	-1	O=C(NCC1CCNCC1)c1ccncc1
33	1.0	98	-6	-19	0	3	2	-3	Cc1ccnn1CC(=O)N/N=C/c1c[nH]c2ccccc12
32	1.4	105	1	3	6	4	4	-5	N#Cc1ccc(/C=C2\CCn3c2nc2cc(C(=O)O)ccc2c3=O)cc1
-4	0.1	101	0	5	1	0	-2	-2	CCCNC(=S)N1CCN(C)CC1
51	0.6	102	1	-1	4	-23	1	-8	CC1CCCN(CC(=O)Nc2ccc(S(=O)(=O)N3CCCC3)cc2)C1 (configuration not stated)
6	0.6	98	9	2	4	-8	5	-6	Cc1cccc(Cc2nnc(CCC(=O)N(CC3CC3)CC3CCCO3)o2)c1 (configuration not stated)
16	0.0	98	-11	-17	1	13	5	-3	Cc1ccc(CNC(=O)C2CCCCC2C(=O)O)cc1 (configuration not stated)
.	-0.9	.	.	2	5	24*	-3	-4	O=C(CN1C(=O)NC2(CCCCC2)C1=O)Nc1cccc2ncccc12
-4	4.0	105	-1	9	-6	7	4	0	Cc1cnc(-c2nnc(N(C)C(=O)C3CCCO3)s2)cn1 (configuration not stated)
0	-0.3	100	-4	-9	-1	3	0	-4	Cc1ccc(-c2nnn(CC(=O)N(Cc3cccs3)C(C(=O)NC(C)(C)C)c3ccc(C)o3)n2)o1 (configuration not stated)
-13	-1.2	100	-8	-6	-1	-2	7	-6	CCn1c(CNC(=O)c2ccccc2Br)nnc1SCC(=O)Nc1nncs1
-6	1.5	104	-3	14	5	-1	1	.	COc1ccccc1NC(=O)CN1C(=O)C2(OCCCO2)c2ccccc21
26	-4.7	85	-16	7	2	0	3	1	COc1cc(O)c(C(CC(=O)N2CCN(c3ccccc3)CC2)c2ccc(N(C)C)cc2)c(OC)c1 (configuration not stated)
-21	-1.1	103	4	11	-3	2	5	-3	CC(C)CC(=O)N1CCN(Cc2ccc(Br)cc2)CC1
-65	-2.7	100	0	13	5	-2	-7	-1	Cc1cc(C)nc(N(C#N)CCOc2ccccc2)n1
8	0.7	.	-14	16	-2	5	-1	-4	O=C(CN1c2ccccc2Sc2ccccc21)NNC(=S)Nc1ccc(Cl)cc1Cl
.	1.1	98	.	9	4	4	5	-4	O=C(NCC(c1cccnc1)N1CCN(c2ccccc2)CC1)c1ccco1 (configuration not stated)
19	-2.6	103	-14	-30	-2	-3	0	-8	O=C(NC(=S)Nc1cccnc1Cl)c1ccc(Cl)cc1
-2	-1.1	99	4	8	5	-4	2	.	Cc1cccc(-c2nc(CS(=O)CC(=O)N3CCN(C)CC3)c(C)o2)c1 (configuration not stated)
48	-2.8	104	-18	8	-1	-3	2	-4	CCOC(=O)N1CCN(C(=O)c2ccccc2NC(=O)COc2ccccc2)CC1
41	-0.1	95	-5	-19	2	4	-2	-7	O=C(CN(C(=O)CCC(=O)Nc1nccs1)c1ccc(F)c(Cl)c1)NCC1CCCO1 (configuration not stated)
-19	3.1	109	3	-12	7	-2	8	-9	CN(C)CCCN(C(=O)COc1ccccc1)c1nc2c(F)cccc2s1

The last 7 entries of the part before lead into the next:
PHOSPHO1 block	CRFR2-BP ag	MEKK3 PB1 HTS	p-CIP stab down	CRFBP-R2 block	IDE act	CHRM4 PAM	IDE inh	GalR3 antagonist	smiles
8	0.7	.	-14	16	-2	5	-1	-4	O=C(CN1c2ccccc2Sc2ccccc21)NNC(=S)Nc1ccc(Cl)cc1Cl
.	1.1	98	.	9	4	4	5	-4	O=C(NCC(c1cccnc1)N1CCN(c2ccccc2)CC1)c1ccco1 (configuration not stated)
19	-2.6	103	-14	-30	-2	-3	0	-8	O=C(NC(=S)Nc1cccnc1Cl)c1ccc(Cl)cc1
-2	-1.1	99	4	8	5	-4	2	.	Cc1cccc(-c2nc(CS(=O)CC(=O)N3CCN(C)CC3)c(C)o2)c1 (configuration not stated)
48	-2.8	104	-18	8	-1	-3	2	-4	CCOC(=O)N1CCN(C(=O)c2ccccc2NC(=O)COc2ccccc2)CC1
41	-0.1	95	-5	-19	2	4	-2	-7	O=C(CN(C(=O)CCC(=O)Nc1nccs1)c1ccc(F)c(Cl)c1)NCC1CCCO1 (configuration not stated)
-19	3.1	109	3	-12	7	-2	8	-9	CN(C)CCCN(C(=O)COc1ccccc1)c1nc2c(F)cccc2s1
16	-3.8	105	-15	7	-3	2	-9	-13	CCN(CC)S(=O)(=O)c1ccc(C(=O)Nn2cnnc2)cc1
28	-1.5	107	-2	-6	-3	10	-5	-3	O=C(CNC(=O)c1cccs1)N/N=C/c1c[nH]c2ccccc12
-4	-1.6	103	-9	-2	5	19	2	-5	CN(CC(=O)NC1CCCCC1)S(=O)(=O)c1ccc(Cl)cc1
18	0.4	100	-2	-2	6	-6	-3	-4	COc1cccc(NC(=O)C/C(C)=N/NC(=O)c2ccccc2Cl)c1
.	1.7	.	.	-4	-1	10	11	-2	O=C(c1ccncc1)N1CCN(S(=O)(=O)c2cc(C(F)(F)F)cc(C(F)(F)F)c2)CC1
.	4.2	.	.	-16	0	3	5	2	COc1ccc(C(CNC(=O)C(CCSC)NC(=O)c2ccccc2Cl)N2CCCCC2)cc1 (configuration not stated)
-1	1.5	104	-6	1	-7	2	0	-2	Cc1ccc(C)n1CCN1CCN(C(=O)c2ccc(Cl)cc2)CC1
.	-0.6	.	.	3	2	1	8	-4	CC1CCN(C(=O)COC(=O)c2ccc3c(c2)OCCO3)CC1
-18	1.3	97	-8	-34	0	-11	9	-13	Cc1cc(C)c(N(C(=O)CN2C(=O)c3ccccc3S2(=O)=O)C(C(=O)NCC2CCCO2)c2ccc(F)cc2)c(C)c1 (configuration not stated)
48	-0.8	101	0	-28	-2	6	2	-3	O=[N+]([O-])c1ccccc1SNc1ccc(Br)cn1
23	1.6	103	2	60*	-1	-6	-2	5	CCCCNC(=O)c1cn(CC)c2ccc(S(=O)(=O)N3CCCCCC3)cc2c1=O
-60	37	103	-157	-33	-7	3	-1	-6	O=c1c2ccccc2c(/C=N/NS(=O)(=O)c2ccccc2)c(O)n1-c1ccccn1
14	0.8	101	11	8	-3	-10	-2	-3	Cc1c(NC(=O)/C(=C/c2cccs2)c2cccs2)c(=O)n(-c2ccccc2)n1C
14	3.8	107	-1	3	-6	-5	2	2	CC(C)CCNC(=O)C1C2C=CC3(CN(Cc4ccccc4Cl)C(=O)C13)O2 (configuration not stated)
26	-0.9	101	-13	8	3	10	1	-5	COc1ccc(/C=C(/NC(=O)c2ccco2)C(=O)NCCc2ccccc2)cc1
39	-0.6	101	-2	-38	-3	-4	3	-8	O=C(CN(C(=O)c1csnn1)c1cccc2c1CCCC2)NCc1ccc(F)cc1
-18	1.6	105	-3	-3	1	5	-3	-4	CCC1CCCCN1CCCNC(=O)C1CCN(S(=O)(=O)N2CCCCC2)CC1 (configuration not stated)
-20	0.5	104	10	21	4	15	3	-5	CC(C)Oc1ccc(C2CC(=O)N(Nc3ccc([N+](=O)[O-])cc3[N+](=O)[O-])C2=O)cc1 (configuration not stated)
-3	0.0	104	1	-13	6	9	-2	-3	Cc1nn(-c2nc(-c3ccco3)cc(C(F)(F)F)n2)c(C)c1Cl
-12	-1.3	88	4	5	0	-1	-2	-1	Cc1cc(=O)[nH]c(N/N=C2/CCCC/C2=C\c2ccccc2)n1
53	-1.0	103	-16	-12	-1	-4	1	4	O=C(N/N=C/c1ccc(OC(F)F)cc1)c1cccc(S(=O)(=O)N2CCOCC2)c1
-29	-1.4	101	6	7	0	-7	-1	0	COc1ccc(N2CCN(C(=O)CN(c3cccc(Br)c3)S(C)(=O)=O)CC2)cc1
3	3.7	99	-14	2	6	-1	-1	-6	Cc1ccc(-c2noc(C3CCCN(C(=O)c4ccccc4)C3)n2)o1 (configuration not stated)
.	0.9	.	.	0	-3	8	8	-5	COc1cc(C(=O)NCC2CCCCC2)ccc1OCc1c(C)noc1C
32	0.0	97	5	34	1	-2	-5	-3	COc1cc(C(=O)Nc2cc(C)cc(C)c2)c(-n2cnnn2)cc1OC
10	-2.0	101	-19	18	3	9	5	.	Cc1cc(Cl)cc2sc(NC(=O)c3ccco3)nc12

Single values from the results shown.
Cc1nn(-c2nc(-c3ccco3)cc(C(F)(F)F)n2)c(C)c1Cl in GalR3 antagonist: -3
COc1ccc(C(CNC(=O)C(CCSC)NC(=O)c2ccccc2Cl)N2CCCCC2)cc1 (configuration not stated) in GalR3 antagonist: 2
